OXTR potentiate = human OXTR potentiation; P30559; CHO-OTR cells, Fluo-8 calcium fluorescence, potentiator mode; 0% = oxytocin EC15, 100% = EC100; activation, % at 3 µM; 320,000 compounds, 0.061% hits; AID 2445;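 active = activation above that plate's cutoff, the mean activation of tested compounds plus 3 SD, cut at about 6.6% in these data, passing the limit was not always enough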;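 also: 100% uses oxytocin at 75 nM as the full agonist control; some results filed as inactive read as strong as hits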
Target sequence (P30559 whole entry, looked up): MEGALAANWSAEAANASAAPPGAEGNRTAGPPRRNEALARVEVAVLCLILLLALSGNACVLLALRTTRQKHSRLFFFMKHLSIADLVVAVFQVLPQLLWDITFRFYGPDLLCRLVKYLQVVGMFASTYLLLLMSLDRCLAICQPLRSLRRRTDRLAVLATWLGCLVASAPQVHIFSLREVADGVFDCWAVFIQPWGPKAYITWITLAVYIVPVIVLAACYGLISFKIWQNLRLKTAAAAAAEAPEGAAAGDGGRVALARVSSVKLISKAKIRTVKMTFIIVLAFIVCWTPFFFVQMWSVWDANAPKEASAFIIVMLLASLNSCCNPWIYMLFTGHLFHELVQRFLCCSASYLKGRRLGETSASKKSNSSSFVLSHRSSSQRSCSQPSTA
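Assay system: CHO cell line stably expressing human OTR. Reagent: EC15 oxytocin agonist. Dosing: single dose, 3.0 µM nominal final compound concentration. Timing: compound 6 min at room temperature before oxytocin, 100 s read. Signal: kinetic Fluo-8 calcium fluorescence. Controls: oxytocin EC15 low and EC100 high.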
TAAR1 agonist = agonists of human TAAR1; CHO RD-HGA16 TAAR1, Fluo-8 calcium fluorescence; vehicle wells 0%, saturating PEA agonist 100%; activation, % at 3 µM; 360,000 compounds, 0.99% hits; AID 624467;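 active = activation above the mean activation of all test compounds in the run plus 3 SD, cut at about 38% in these data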
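Test system: RD-HGA16 (CHO) cells co-expressing Gα16 and hTAAR1; dosing: one-point dosing at 3 µM (nominal); timing: 17-24 h seeding, 75 min 37 °C dye, 30 min RT; signal: kinetic Fluo-8 calcium fluorescence; read-out basis: % activation relative to PEA EC100 response; controls: DMSO and PEA EC100; replicates: n 1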
CHO parental Ca = counter-screen: ATP calcium response change in parental CHO cells; parental CHO-K1, ATP-induced calcium, Fluo-8 fluorescence; inhibition, % at 5.6 µM; 330,000 compounds, 0.63% hits; AID 463079;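 active = inhibition above that plate's mean sample inhibition plus 3 SD, cut at about 26% in these data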;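 also: 0% = ATP-challenged DMSO wells and 100% = DMSO wells without ATP; some compounds past the cut are filed as inactive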
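Material – parental CHO cells · Reagent – ATP stimulus · Compound – single nominal dose of 5.6 µM per compound · Detection – Fluo-8 fluorescence · Read-out basis – percent inhibition of calcium signal · Controls – ATP-challenged DMSO wells low, unchallenged DMSO wells high · Repeats – no replicates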
TAAR1 antag = antagonists of human TAAR1 | CHO RD-HGA16 TAAR1, Fluo-8 calcium fluorescence, antagonist | inhibition, % at 3 µM | AID 624466 | Q96RJ0 | 360,000 compounds, 1.5% hits;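 active = inhibition above a per-plate cutoff, the mean inhibition of test compounds on that plate plus 3 SD, cut at about 49% in these data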;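 also: 0% = DMSO plus EC80 beta-PEA response and 100% = DMSO alone without agonist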
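Test system: RD-HGA16 CHO cells with stable hTAAR1 and Gα16 / Probe or stimulus: EC80 β-phenethylamine stimulus / Times: seeding 17-24 h prior, 75-min 37 °C, 30-min RT dye loading / Detection: Fluo-8 calcium-sensitive fluorescence / Read-out basis: % inhibition scaled between DMSO and EC80 PEA controls / Repeats: singlicate, one well per test compound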
V1R ag counter = V1a receptor agonism, counter-screen for OXTR agonists | P37288 | CHO-V1R cells, Fluo-8 calcium fluorescence, agonist mode; 0% DMSO, 100% 3 nM vasopressin | activation, % at 3 µM | 320,000 compounds, 0.25% hits | AID 2797;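 active = activation above the mean activation of all tested compounds plus 3 SD, per screening run, cut at about 20% in these data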;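 also: signal is peak over basal fluorescence ratio across a 100 second FLIPR read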
Target sequence (P37288 whole entry, looked up): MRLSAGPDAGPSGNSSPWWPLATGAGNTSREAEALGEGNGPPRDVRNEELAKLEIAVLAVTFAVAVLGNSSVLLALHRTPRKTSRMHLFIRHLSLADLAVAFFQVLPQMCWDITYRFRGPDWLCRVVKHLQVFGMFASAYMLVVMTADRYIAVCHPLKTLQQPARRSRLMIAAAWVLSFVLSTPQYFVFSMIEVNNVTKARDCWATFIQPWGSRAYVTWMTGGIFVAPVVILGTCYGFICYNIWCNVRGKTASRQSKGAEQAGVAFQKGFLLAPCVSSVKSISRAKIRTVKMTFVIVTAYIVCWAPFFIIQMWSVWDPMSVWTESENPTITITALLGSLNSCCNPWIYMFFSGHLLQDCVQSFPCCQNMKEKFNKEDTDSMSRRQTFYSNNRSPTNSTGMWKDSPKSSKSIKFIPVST
M1 PAM = potentiates human M1 receptor response to acetylcholine; P11229; CHO-K1 hM1, Fluo-8 calcium fluorescence, ACh EC20; 0% = ACh EC20, 100% = maximal ACh; activation, % at 3 µM; 360,000 compounds, 0.088% hits; in the data active = activation above about 19%, passing the limit was not always enough
OXTR ag = agonists of human oxytocin receptor. P30559. CHO-OTR cells, Fluo-8 calcium fluorescence; normalized: DMSO 0%, oxytocin 100%. activation, % at 3 µM. 320,000 compounds, 0.32% hits;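 active = activation above the mean of all tested compounds plus 3 SD, cutoff set per screening run, cut at about 20% in these data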;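 also: peak over basal fluorescence ratio from a 100 s FLIPR kinetic read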
CHRM1 agonist = human M1 muscarinic receptor agonism. CHO-K1 hM1, Fluo-8 calcium fluorescence, agonist mode; 0% DMSO, 100% acetylcholine EC100. activation, % at 3 µM. 360,000 compounds, 0.33% hits;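 active = activation above the run's mean compound activation plus 3 SD, cut at about 16% in these data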;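 also: peak over basal fluorescence ratio within a 140 s kinetic read after compound addition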
M1 antag = blocks human M1 muscarinic receptor | inhibition, % at 3 µM | P11229 | AID 588852 | CHO-K1 hM1, Fluo-8 calcium fluorescence, ACh EC80 antagonist | 360,000 compounds, 1.3% hits;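 active = percent inhibition above its own plate's cutoff, namely the mean of that plate's compound wells plus 3 SD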;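 also: peak over basal fluorescence ratio during 140 s after agonist addition; 0% = ACh EC80 plus DMSO and 100% = DMSO alone without agonist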
* marks the source's active call; other numbers are inactive results; . = no result given.

canonical_smiles	OXTR potentiate	TAAR1 agonist	CHO parental Ca	TAAR1 antag	V1R ag counter	M1 PAM	OXTR ag	CHRM1 agonist	M1 antag
CS(=O)(=O)N(CC(=O)N1CCN(c2ccccc2F)CC1)c1ccc2c(c1)OCCO2	-3.1	-1.4	-11.1	9.0	2.3	-1.7	2.7	-5.2	6.7
COCCN(CCOC)Cc1cc(=O)oc2cc(OC)ccc12	.	2.1	.	-9.6	.	7.9	.	-4.4	-8.4
CCO/C=N/c1c(C#N)c2c(c(=S)n1C)COC(C)(C)C2	-1.2	3.8	-7.0	-1.6	0.5	9.4	1.4	-4.2	-5.6
CC(=O)Cc1nsc(NC(=O)c2ccccc2)n1	-7.3	2.6	5.7	-28.6	0.6	12.5	0.6	2.2	-17.6
COc1ccc([C@H]2CC(=O)C=C(c3ccc4c(c3)OCO4)C2)cc1	-6.6	4.8	-11.2	25.1	-0.5	-0.4	-0.7	-9.1	-1.8
Cc1ccc(NC(=O)CNC(=O)c2ccco2)cc1	-3.8	-0.2	-4.6	3.4	11.2	5.5	0.5	-0.8	-6.2
CCOc1ccc(NC(=O)CC2C(=O)N(C)C(=S)N2CCCc2ccccc2)cc1 (configuration not stated)	-3.1	0.3	-8.6	3.4	2.8	3.6	0.9	-3.8	-2.6
CCOc1ccc(NC(=O)c2ccccc2O)cc1	-3.8	1.0	-8.6	16.9	5.5	2.3	4.8	-4.1	-0.8
C=CCn1c(N)c(C(=O)NC2CCCCC2)sc1=S	4.5	3.9	-8.6	14.7	0.4	3.7	-0.2	-5.8	-10.4
CC(C)N1CCc2c(sc(NC(=O)c3ccc([N+](=O)[O-])o3)c2C(N)=O)C1	-3.1	-0.7	-11.1	-11.7	-0.1	9.2	-1.3	-4.3	-11.2
N#CCCn1nc(-c2ccccc2)cc1-n1c(C(F)(F)F)nc2ccccc21	-5.4	0.9	-16.8	0.4	0.5	-5.1	-0.5	-5.2	5.2
O=C(COc1cccc(Cl)c1)Nc1ccc(N2CCOCC2)cc1	-21.8	2.4	-9.1	2.3	2.6	4.9	0.3	-2.5	-6.3
O=C(CCc1nc(-c2ccccc2F)no1)NCCN1CCOCC1	-11.8	0.9	-5.5	-23.3	0.2	3.4	0.1	-0.7	-2.9
CC(=O)Nc1nonc1-c1nc2ccccc2n1C	-3.4	1.6	3.8	3.7	0.4	2.5	0.1	-1.7	-9.8
C/C(=N/OC(=O)c1ccc(Br)cc1)c1ccc(C)cc1	1.4	6.1	-15.5	-6.2	0.5	11.2	-0.9	-1.6	-15.6
Cc1cc(C)cc(N=Cc2[nH]c3ccc(Br)c(Cl)c3c2O)c1	-5.6	23.9	-10.8	11.1	0.9	2.8	8.8	-1.9	1.8
O=C(Nc1ccccc1C(=O)Nc1ccccc1C(=O)NCc1ccco1)c1ccco1	-4.1	9.3	3.6	68.8*	1.6	-15.8	0.0	-4.4	23.2
CCC(Oc1ccccc1)C(=O)Nc1ccccc1C(=O)N1CCOCC1 (configuration not stated)	0.4	1.8	-2.6	-9.9	-0.3	-0.4	-0.2	-1.9	2.7
CN1CCC(N(C)CC(=O)Nc2ccccc2N2CCOCC2)CC1	-2.7	-1.4	-22.4	-0.3	1.2	1.0	-0.3	-4.3	-11.4
Cc1[nH]c2ccccc2c1C1=NNC(=Nc2ccc(F)cc2)SC1	-8.5	4.0	-1.9	-10.9	0.1	-2.0	0.3	-8.8	-2.9
CCC1=NN(C(=O)c2cccnc2)C(O)(C(F)(F)F)C1 (configuration not stated)	-0.3	2.0	1.9	-23.1	-0.1	4.6	0.5	-6.9	-6.3
O=c1[nH]nc(CNc2cccc(C(F)(F)F)c2)c2ccccc12	-2.9	5.9	-20.8	-2.9	3.4	5.0	-0.2	2.1	-2.1
CC1NC(=O)c2cccnc2-n2c1nc1cc(F)ccc1c2=O (configuration not stated)	.	2.3	.	-8.6	.	14.7	.	-1.1	-17.4
CCOc1cc(NC(=O)c2ccco2)c(OCC)cc1NC(=O)c1ccco1	-1.4	0.9	-5.6	1.3	0.2	6.8	-0.6	-2.2	-7.5
O=c1c2ccc([N+](=O)[O-])cc2ncn1CCOc1ccccc1	-6.5	15.7	-13.0	77.1*	-0.5	-11.9	-1.2	-0.6	36.4*
COc1ccc(C2=CC(=O)OC(C)(c3ccccc3)O2)cc1 (configuration not stated)	-1.6	1.2	-11.9	-4.6	0.0	-3.3	-1.5	-11.9	-6.9
Cc1ccc(C(=O)Nc2ccccc2-c2ccccc2)cc1S(=O)(=O)Nc1cccc(C)c1C	-10.0	14.0	-7.4	4.8	2.1	0.6	-0.3	-2.3	-7.9
COc1ccc(C(=O)NCCSCc2ccccc2C)cc1	-7.5	0.9	-11.8	3.3	0.2	2.7	-2.1	-2.9	3.3
Cc1cccc2[nH]c(CN(C)C(=O)C3CCC(=O)N(C4CC4)C3)nc12 (configuration not stated)	2.2	-0.3	-0.8	-3.3	0.6	5.1	1.0	-3.6	-7.5
CN(C)S(=O)(=O)N1CCN(C(=O)c2cccs2)CC1	-3.0	-2.6	-10.1	3.7	0.3	9.2	0.0	-4.2	-5.4
COc1cccc(C(=O)Oc2ccc3ccc(O)cc3c2)c1	-13.8	.	1.3	.	0.0	.	0.4	.	.
CCCCn1c(N)c(N(CC)C(=O)CSc2nnc(-c3ccco3)n2CC)c(=O)[nH]c1=O	0.5	0.3	-8.8	-4.0	0.5	2.7	-0.3	1.1	-11.3
CC(=O)N[C@@H](Cc1c[nH]c2ccccc12)C(=O)OCC(=O)Nc1ccc(Cl)c(S(=O)(=O)N(C)C)c1	-9.8	11.3	4.6	19.2	1.5	4.4	1.2	2.6	0.6
COc1ccc(CC(N)c2csc(Nc3ncccn3)n2)cc1 (configuration not stated)	.	1.9	.	-0.3	.	13.1	.	0.6	-13.9
O=C(COC(=O)CCc1c[nH]c2ccccc12)Nc1cc([N+](=O)[O-])ccc1Cl	-11.8	5.6	-10.4	-7.9	7.5	6.3	3.5	-3.6	-3.6
CN(C(=O)c1ccc(NC(=O)Cc2cccc(NC(=O)C3CCCN(C(=O)C4CCC4)C3)c2)cc1)C1CC1 (configuration not stated)	.	0.5	.	-17.4	.	15.3	.	-2.8	-16.5
COc1ccccc1N1CCN(C2CCCCC2NS(=O)(=O)c2ccccc2)CC1 (configuration not stated)	-2.7	1.2	-22.6	-19.6	1.3	8.1	-0.5	-2.5	-12.0
CCC(C)(C)C1CCC2(CC1)NC(=O)N(CC(=O)N1CCN(c3ccccc3OC)CC1)C2=O (configuration not stated)	.	0.8	.	-4.0	.	3.8	.	-2.6	-15.2
Cc1[nH]nc(-c2ccc(O)c(C)c2O)c1Oc1ccccc1	-10.0	23.5	-0.2	11.3	10.7	3.6	17.2	-3.7	-2.4
O=c1onc(-c2c(F)cccc2F)n1-c1ccccc1Cl	-3.2	2.8	-6.2	4.5	3.4	-6.3	1.0	-5.7	9.3
COc1ccc(CNC(=O)CCS(=O)(=O)c2ccc3c(c2)oc(=O)n3C)cc1	-0.3	2.0	-7.3	-25.8	0.0	5.7	0.6	-2.3	-8.9
COc1ccc2nc3sc(C(=O)N4CCN(C)CC4)cc3cc2c1	-0.1	8.0	-4.3	8.6	1.3	3.4	1.4	-2.9	0.8
CN=C1NC(C)(C)C2CCC(C)(CC2)S1	.	6.8	.	-11.2	.	-29.2	.	-9.5	39.1*
COc1ccc(N2CC(C(=O)N3CCc4ccccc43)CC2=O)cc1 (configuration not stated)	-1.7	-0.2	-20.9	-7.4	-0.2	4.7	-0.8	-6.3	0.0
CN(Cc1ccccc1)C(=O)CCSc1nc(-c2ccc3c(c2)OCO3)cc(C(F)(F)F)n1	-14.1	0.5	17.3	15.1	2.4	7.2	0.1	-1.4	-9.7
Cc1cccc(NC(=O)c2cccc(NC(=O)Cc3cccs3)c2)c1	-11.7	5.9	-7.9	19.2	0.5	3.9	0.6	-6.6	-0.3
O=C(c1ccco1)N1CCN(Cc2cn[nH]c2-c2ccc(F)cc2F)CC1	0.7	2.3	1.4	0.1	0.1	-6.9	1.0	-10.6	11.6
Cc1cc(N2CCC(C(=O)N3CCN(c4cccc(C)c4C)CC3)CC2)n2ncnc2n1	-2.8	18.6	-24.1	-8.3	5.5	-1.6	4.4	-10.6	21.9
O=C(NCC1COc2ccccc2O1)c1cc2ccccc2o1 (configuration not stated)	-15.6	-4.7	3.0	5.8	0.1	6.9	-1.3	-2.3	-8.3
COc1cc(CCC(=O)NCc2ccc(Cl)cc2)cc(OC)c1OC	-10.5	0.3	-22.1	-3.6	0.1	5.2	-0.8	-5.5	-11.8
Cc1ccc(NC(=O)C2CCN(S(=O)(=O)c3ccc4c(c3)CCCC(=O)N4)CC2)c(Br)c1	-10.6	1.2	-10.4	-2.8	6.5	-4.3	3.5	-4.0	4.0

Screening data deposited in PubChem BioAssay by The Scripps Research Institute Molecular Screening Center.
